# Compound activity as filed in PubChem BioAssay.
# EPAC1 agonist: agonists of human EPAC1. O95398. hit rate 0.073% among 360,000. Potency, µM (titrated, usually from 154 µM), for inactives: top-dose activation, hits mostly activators. EPAC1 agonist qHTS, biochemical assay; response scale: 100% = response to 6.5 mM cAMP. AID 720707; note: potency is the fitted concentration of half-maximal effect; nearly all actives have a fitted effect of over 60% in size
#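 Nucleotide exchange assay: 100 nM EPAC1 with 250 nM Rap1B loaded with BODIPY-GDP and 50 uM GDP, room temperature. Fluorescence (480/540 nm) read every 5 min for 30 min; signal change normalized to 6.5 mM cAMP as full agonist.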
# EPAC2 ag: EPAC2 (human) agonism; EPAC2 activation, biochemical qHTS; response scale: 100% = 6.5 mM cAMP response; Potency, µM (doses to about 154 µM), for inactives: top-dose activation, usual class: activators; hit rate 0.079% among 360,000; note: potency is the fitted concentration of half-maximal effect; nearly all actives have a fitted effect of over 50% in size
# Target sequence (Q8WZA2 whole entry, looked up): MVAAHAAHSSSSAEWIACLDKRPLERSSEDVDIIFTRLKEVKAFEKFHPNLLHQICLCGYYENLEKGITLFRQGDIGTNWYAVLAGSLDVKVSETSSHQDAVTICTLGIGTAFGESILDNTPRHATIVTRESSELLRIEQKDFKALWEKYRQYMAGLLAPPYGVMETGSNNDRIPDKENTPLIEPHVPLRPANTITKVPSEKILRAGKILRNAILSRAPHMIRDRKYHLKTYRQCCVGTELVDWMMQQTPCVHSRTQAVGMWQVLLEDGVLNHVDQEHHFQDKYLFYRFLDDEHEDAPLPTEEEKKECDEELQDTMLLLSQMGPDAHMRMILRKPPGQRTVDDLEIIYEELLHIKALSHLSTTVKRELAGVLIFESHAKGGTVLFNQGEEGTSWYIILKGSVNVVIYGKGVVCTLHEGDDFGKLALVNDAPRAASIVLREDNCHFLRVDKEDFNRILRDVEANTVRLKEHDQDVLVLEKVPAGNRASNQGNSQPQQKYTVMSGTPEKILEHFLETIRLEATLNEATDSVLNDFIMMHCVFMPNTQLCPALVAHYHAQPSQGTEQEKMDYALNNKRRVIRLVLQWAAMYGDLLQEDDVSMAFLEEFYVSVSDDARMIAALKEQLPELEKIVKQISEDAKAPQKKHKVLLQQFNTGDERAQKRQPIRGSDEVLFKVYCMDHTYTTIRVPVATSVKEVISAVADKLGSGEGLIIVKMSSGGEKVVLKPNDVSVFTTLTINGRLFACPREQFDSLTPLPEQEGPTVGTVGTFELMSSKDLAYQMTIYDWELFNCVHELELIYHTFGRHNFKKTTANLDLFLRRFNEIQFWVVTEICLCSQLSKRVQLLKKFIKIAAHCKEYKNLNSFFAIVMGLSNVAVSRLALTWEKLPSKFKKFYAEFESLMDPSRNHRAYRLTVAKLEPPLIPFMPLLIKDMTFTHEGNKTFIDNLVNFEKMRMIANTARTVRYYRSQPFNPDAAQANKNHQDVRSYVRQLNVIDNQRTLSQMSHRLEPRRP
#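 Compounds were added across a concentration range to EPAC2 (100 nM), RAP1B-BODIPY-GDP (250 nM) and GDP (50 uM). After 5 min at room temperature, fluorescence was recorded at 5-min intervals for 30 min.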
# IL-2 act: activators of IL-2; IL-2 activation reporter assay, cell-based qHTS; stimulated with anti-CD3/CD4/CD28 beads; in transgenic mouse T cells; activation, % (series mostly up to about 46 µM); hit rate 0.065% among 360,000; AID 652025; in the data active = activation above about 50%; inconclusive = mostly about 30% to 49%; note: 0% is about no effect
#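 Quantitative HTS in unstimulated transgenic mouse T cells, with memory T cells as non-tolerant control and PMA/ionomycin as tolerance-bypass control. Compound pretreatment lasted 60 minutes before 18 h bead stimulation; EGFP/DsRed fluorescence read.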
# PI5P4Ka inh: PI5P4K alpha (human) kinase inhibition | P48426 | PI5P4Kalpha enzyme, ADP-Glo luminescence, 60 min; active compounds read low | max response, % | hit rate 1.2% among 330,000 | AID 652105; active = max response of -50% or lower; inconclusive = between -30% and -50%; inactive = -30% or higher; note: value at the top dose of about 77 µM; % is set by controls: 0 for no effect and ±100 for the full control effect
#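 PI5P4Kalpha ADP-Glo assay; 5 microM ATP final; 60 min RT reaction; HEPES pH 7.4/EGTA/CHAPS, 5% DMSO; controls lacking substrate or enzyme; luminescent end-point.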
# CCT modulator: changes cytosolic chaperonin activity; hit rate 0.3% among 360,000; purified chaperonin ATPase assay, HTRF ADP detection, 30 min; activity change, % (concentration not given with the values), hits read low; AID 651819; in the data active = activity change below about -30%; note: % is set by controls: 0 for no effect and ±100 for the full control effect
#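 Enzyme 40 or 20 nM (batch-dependent) in Tris pH 7.4/KCl/MgCl2/DTT; cpd 76 uM single point; ATP 10 uM; 30 min 37 °C; Transcreener ADP HTRF detection, 30 min RT; ratio 665/615.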
# PLK1 PBD inh: blocks phosphopeptide binding to human PLK1 polo-box domain; P53350; Plk1 PBD binding of FITC phosphopeptide, fluorescence polarization; Potency, µM, inactives show max response, negative = inhibition, usual class: inhibitors; hit rate 2.8% among 360,000; AID 720504; note: potency is the fitted concentration of half-maximal effect; series mostly up to about 57 µM; % is set by controls: 0 for no effect and ±100 for the full control effect; nearly all actives have a fitted effect of over 65% in size
# EPAC1 antag: EPAC1 (human) antagonism; EPAC1 GEF assay, Rap1b-BODIPY-GDP exchange fluorescence; hit rate 0.14% among 360,000; Potency, µM (doses to about 115 µM), inactives show at the highest dose activity change, negative = inhibition, actives largely listed as inhibitors;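 note: potency is the fitted concentration of half-maximal effect; plate controls were vehicle for no effect and positive control for full effect; nearly all actives have a fitted effect of over 50% in size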
# WRN helicase inh: inhibitors of human WRN helicase. WRN helicase unwinding, fluorescent forked duplex, kinetic. Potency, µM (top dose mostly 114 µM), for the others: at the highest dose activity change, negative = inhibition, most hits filed as inhibitors. hit rate 0.46% among 360,000. AID 651768; note: potency is the fitted concentration of half-maximal effect; % is set by controls: 0 for no effect and ±100 for the full control effect; nearly all actives have a fitted effect of over 55% in size
#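 Screening of the MLSMR collection measured strand separation of a quenched forked DNA duplex (100 nM) by 20 nM WRN with 2 mM ATP, all final. Compounds were preincubated with enzyme 15 min at room temperature.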
# The depositor's hits bear a star; u = inconclusive; [ ] = dose if it differs, or a comment. Unless noted, calls come from the whole dose curve; as a rule, active = well fitted curve in the direction sought with a large enough effect; inconclusive = small, poorly fitted or top-dose-only effect, or another doubt; inactive = no such curve, though single readings can be large; an effect the other way counts as inactive or inconclusive. Not all compounds are listed (hit frequency here may not be typical).
cpd	Compound	EPAC1 agonist	EPAC2 ag	IL-2 act	PI5P4Ka inh	CCT modulator	PLK1 PBD inh	EPAC1 antag	WRN helicase inh
1	CC(=O)N1CCN(Cc2nc3scc(-c4ccccc4)c3c(=O)[nH]2)CC1	7%	14%	-0.1	4	-2.5	-9%	16%	-5%
2	CC(=O)Nc1ccc(CN(C)c2c(C)nc3ccc(C(=O)N(C)Cc4ccco4)cn23)cc1	-4%	8%	-0.6	-1	-1.2	-1%	-11%	5%
3	O=C(CN1C(=O)NC(c2ccccc2)(c2ccccc2)C1=O)N1CCN(c2ccc(F)cc2)CC1	-3%	0%	-0.6	5	-1.1	2%	-7%	-2%
4	Cn1cccc1C(C(=O)NC1CCCCC1)N(C(=O)Cc1cccs1)C1CC1 (stereo not drawn)	3%	-7%	0.0	4	-1.3	-4%	-8%	2%
5	O=C(NCC1CCCO1)c1ccc2c(=O)n(Cc3ccc(Cl)cc3)c(=S)[nH]c2c1 (stereo not drawn)	-8%	-4%	0.4	-5	-2.5	4%	-12%	13%
6	CC(=O)Nc1ccc(Oc2nc(C)cc(C)n2)cc1	4%	1%	-0.1	0	0.8	1%	18%	4%
7	Cc1cc(Cl)ccc1NC(=S)Nc1cccnc1	7%	14%	-0.1	0	-2.2	-25%	-13%	1%
8	O=C(Nc1ccccc1)OCCOc1ccc(Br)cc1	15%	29%	0.5	2	-1.1	-9%	-18%	0%
9	CC1C(=O)C(C)C(c2ccccc2)N(N=O)C1c1ccccc1 (stereo not drawn)	-4%	-8%	-0.3	0	-4.4	-5%	9%	8%
10	Cc1ccc(S(=O)(=O)NC2(C(F)(F)F)NC(=O)N(Cc3ccccc3)C2=O)cc1 (stereo not drawn)	7%	2%	-0.6	-4	0.9	-2%	-7%	-15%
11	Cc1ccc(C(=O)CC2(O)C(=O)N(Cc3ccc4c(c3)OCO4)c3ccccc32)cc1 (stereo not drawn)	20%	11%	-2.2	4	0.1	-14%	-19%	-4%
12	Cc1ccc(S(=O)(=O)N(C)CC(=O)NCCCc2ccccc2)cc1	0%	5%	0.9	-3	-0.2	5%	-10%	14%
13	COc1cc(S(=O)(=O)Nc2ccc(C)cc2)ccc1N=Cc1c(C)c(C#N)c(=O)n(C)c1O	u	-17%	448*	-11	-0.9	u	-4%	8%[57.1 µM]
14	Fc1ccc(-c2nc3ccc(Cl)cn3c2Cc2cccc(F)c2)cc1	8%	11%	0.7	0	-1.2	-6%	-12%	-5%
15	O=C(COc1cc2oc(=O)c3c(c2cc1Cl)CCC3)NCC(O)c1ccccc1 (stereo not drawn)	11%	15%	-0.7	-7	0.4	-8%	-9%	16%
16	Cc1cccc(Nc2ccccc2C(=O)O)c1C	-15%	-4%	0.2	2	1.5	-14%	6%	-7%
17	Cc1nc2cc(C)c(C)cc2s1	-14%	-5%	1.2	1	-0.5	-7%	13%	9%
18	O=C(Nc1cccc(Cl)c1)c1nc[nH]c1C(=O)NCc1ccccc1	-24%	8%	-0.5	9	-3.2	-13%	-20%	6%
19	CC(=O)Nc1ccc2c(c1)OCCO2	0%	3%	-0.3	3	-4.8	-5%	-1%	4%
20	COc1ccc(OCCOCCN2CCc3ccccc3C2)cc1	3%	8%	0.0	0	1.9	-4%	-6%	11%
21	CCC(=O)c1ccc(OCc2ccc(C(=O)OC)cc2)c(OC)c1	-12%	-24%	-1.4	1	-2.3	-8%	-10%	-10%
22	CCn1nc(NS(=O)(=O)c2ccc(C)cc2)c2cc3ccccc3nc21	0%	5%	-0.2	-7	0.3	-12%	1%	-18%
23	COc1ccc(/C=C2\SC(=S)N(CC(=O)OCC(=O)Nc3ccc([N+](=O)[O-])cc3OC)C2=O)cc1	2%	2%	0.3	7	-1.0	-7%	-16%	-2%
24	CCOC(=O)C1CCN(c2cc(C)nc3ccc(OC)cc23)CC1	2%	4%	-2.0	-4	-1.1	-6%	-19%	-2%[57.1 µM]
25	Nc1ncc(Br)cc1S(=O)(=O)NCCC(=O)N1CCN(c2ncccn2)CC1	0%	2%	1.1	-4	0.1	-1%	-7%	-1%

# 13 structures already listed, arranged by heavy-atom count, lowest first:
cpd	Compound	EPAC1 agonist	EPAC2 ag	IL-2 act	PI5P4Ka inh	CCT modulator	PLK1 PBD inh	EPAC1 antag	WRN helicase inh
17	Cc1nc2cc(C)c(C)cc2s1	-14%	-5%	1.2	1	-0.5	-7%	13%	9%
19	CC(=O)Nc1ccc2c(c1)OCCO2	0%	3%	-0.3	3	-4.8	-5%	-1%	4%
16	Cc1cccc(Nc2ccccc2C(=O)O)c1C	-15%	-4%	0.2	2	1.5	-14%	6%	-7%
6	CC(=O)Nc1ccc(Oc2nc(C)cc(C)n2)cc1	4%	1%	-0.1	0	0.8	1%	18%	4%
8	O=C(Nc1ccccc1)OCCOc1ccc(Br)cc1	15%	29%	0.5	2	-1.1	-9%	-18%	0%
9	CC1C(=O)C(C)C(c2ccccc2)N(N=O)C1c1ccccc1 (stereo not drawn)	-4%	-8%	-0.3	0	-4.4	-5%	9%	8%
24	CCOC(=O)C1CCN(c2cc(C)nc3ccc(OC)cc23)CC1	2%	4%	-2.0	-4	-1.1	-6%	-19%	-2%[57.1 µM]
14	Fc1ccc(-c2nc3ccc(Cl)cn3c2Cc2cccc(F)c2)cc1	8%	11%	0.7	0	-1.2	-6%	-12%	-5%
1	CC(=O)N1CCN(Cc2nc3scc(-c4ccccc4)c3c(=O)[nH]2)CC1	7%	14%	-0.1	4	-2.5	-9%	16%	-5%
25	Nc1ncc(Br)cc1S(=O)(=O)NCCC(=O)N1CCN(c2ncccn2)CC1	0%	2%	1.1	-4	0.1	-1%	-7%	-1%
15	O=C(COc1cc2oc(=O)c3c(c2cc1Cl)CCC3)NCC(O)c1ccccc1 (stereo not drawn)	11%	15%	-0.7	-7	0.4	-8%	-9%	16%
13	COc1cc(S(=O)(=O)Nc2ccc(C)cc2)ccc1N=Cc1c(C)c(C#N)c(=O)n(C)c1O	u	-17%	448*	-11	-0.9	u	-4%	8%[57.1 µM]
23	COc1ccc(/C=C2\SC(=S)N(CC(=O)OCC(=O)Nc3ccc([N+](=O)[O-])cc3OC)C2=O)cc1	2%	2%	0.3	7	-1.0	-7%	-16%	-2%
